High-throughput results from PubChem BioAssay.
V-ATPase pH = regulators of yeast V-ATPase proton transport. actives 0.37% (n = 350,000). response, % at 10 µM. AID 504577. S. cerevisiae, pHLuorin cytosolic pH fluorescence; in the data active means response mostly above about 7.3%, no sharp cut-off; inactive means mostly below about 5.4%; further: actives read high; inactives centre near 0; some compounds called inactive have numbers as strong as hits; reference of the scale not given here
Tat transport = blocks Tat-dependent protein export in E. coli; E. coli MC4100 TorA-mCherry Tat export, fluorescence; inhibition, % at 10 µM; actives 0.036% (n = 340,000);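 active means mean replicate inhibition at least 50% and at least half of replicates individually reaching 50%; inconclusive means only one of the two criteria met; inactive means neither criterion met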;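 further: exported cargo escapes ClpAP degradation while cytoplasmic cargo is degraded and loses fluorescence; 0% = median of neutral control wells and 100% = median of NaSCN control wells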
CDK5 inh = blocks human CDK5/p35 kinase activity; Q00535+Q15078; Recombinant CDK5/p35, ADP-Glo luminescence, 60 min; inhibition, % at 10 µM; actives 0.01% (n = 330,000); AID 488839;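 active means highest replicate inhibition of at least 50% and at least 75% of replicates reaching 50%; inconclusive means only one of the two criteria met; inactive means both criteria failed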;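 further: plate controls were DMSO neutral control for no effect and GW8510 at 10 µM for full effect; many of its hits are not listed in these tables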
RTF Ca sens act = cardiac RTF calcium sensitization; AID 493008; actives 0.24% (n = 340,000); activation, % at 7.2 µM; P19429+P45379; IANBD-labeled TnC RTF fluorescence at EC20 calcium; 0% EC20 calcium, 100% full calcium;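 active means activation above the mean over all tested compounds plus 3 SD, cut at about 30% in these data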;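 further: rise in fluorescence read as greater calcium sensitivity of cardiac thin filaments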
dFosB activator = enhances mouse delta FosB homodimer DNA binding; AID 493131; P13346; activation, % at 25 µM; actives 0.99% (n = 340,000); purified delta FosB, TAMRA-CDK5 oligo fluorescence polarization; percent of positive-control signal above neutral wells;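 active means mean activation above about 17%, with every replicate also reaching it, limit read from the data, passing the limit was not always enough; inconclusive means only one of the two conditions met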;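 further: fluorescence polarization rise as delta FosB binds a TAMRA Cdk5 AP-1 oligo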
Target sequence (P13346 whole entry, looked up): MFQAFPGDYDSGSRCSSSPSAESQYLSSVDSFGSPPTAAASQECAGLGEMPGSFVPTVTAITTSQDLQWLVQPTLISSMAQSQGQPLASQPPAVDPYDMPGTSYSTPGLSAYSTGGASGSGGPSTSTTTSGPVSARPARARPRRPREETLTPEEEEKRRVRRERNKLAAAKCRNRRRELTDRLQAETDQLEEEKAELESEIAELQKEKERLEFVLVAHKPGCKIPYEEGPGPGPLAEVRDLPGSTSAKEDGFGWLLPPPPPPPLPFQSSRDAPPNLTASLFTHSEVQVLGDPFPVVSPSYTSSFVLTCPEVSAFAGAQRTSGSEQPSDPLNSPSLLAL
MITF TRPM1 HTS = increases MITF-driven TRPM1 promoter luciferase signal. SK-MEL-5 TRPM1-promoter luciferase, 24 h; % of positive control, neutral wells = 0. activation, % at 12.5 µM. actives 0.75% (n = 300,000). AID 588334;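 active means mean activation of at least 80% with every replicate also reaching 80%; inconclusive means mean reaches 80% but some replicate falls short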;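 further: 0% = neutral control wells and 100% = parthenolide positive control wells; values of inactives mirror those of a sister screen read the other way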
CAL PDZ FP-1 = CAL PDZ (human) peptide binding inhibition; purified CAL PDZ, TMR-peptide fluorescence polarization, 1 h; Q9HD26; inhibition, % at 24.9 µM; actives 0.92% (n = 300,000); AID 602252;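 active means mean inhibition of at least 30% with at least half of replicates also reaching 30%; inconclusive means no clear call, values can overlap the other calls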;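 further: 0% = DMSO neutral control and 100% = excess unlabeled competitor peptide PRC23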
Rtt109 Vps75 = C. albicans Rtt109 histone acetyltransferase inhibition; Q5AAJ8; purified Rtt109/Vps75, ThioGlo CoA-SH fluorescence, 4 h; inhibition, % at 34.9 µM; actives 0.16% (n = 330,000);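 active means inhibition of at least 50% in every replicate; inconclusive means best replicate reaches 50% inhibition but some replicates fall short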
Target sequence (Q5AAJ8 whole entry, looked up): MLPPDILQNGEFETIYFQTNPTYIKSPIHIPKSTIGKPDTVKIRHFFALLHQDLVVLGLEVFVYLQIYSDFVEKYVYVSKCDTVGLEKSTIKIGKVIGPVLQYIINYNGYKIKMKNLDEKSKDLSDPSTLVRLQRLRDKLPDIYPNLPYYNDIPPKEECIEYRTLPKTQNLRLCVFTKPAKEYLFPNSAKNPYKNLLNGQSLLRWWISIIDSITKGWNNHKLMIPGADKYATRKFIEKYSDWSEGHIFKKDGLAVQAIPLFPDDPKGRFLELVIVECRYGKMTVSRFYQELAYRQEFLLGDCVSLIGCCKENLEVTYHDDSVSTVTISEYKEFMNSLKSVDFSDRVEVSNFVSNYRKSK
CAL PDZ FP-2 = blocks peptide binding to human CAL PDZ domain; purified CAL PDZ, TMR-peptide fluorescence polarization, 1 h; actives 0.02% (n = 330,000); Q9HD26; AID 504414; inhibition, % at 20 µM;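 active means highest replicate inhibition of at least 40%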;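 further: plate controls were DMSO neutral control wells for no effect and unlabeled competitor peptide control wells for full effect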
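Assay system – tagged CAL PDZ protein CerCALP, purified · Timing – 1 h at RT · Compound – single point, 20 µM · Measured by – fluorescence polarization from S- and P-plane intensities, G-factor corrected · Evaluation – inhibition from polarization loss · Probe or stimulus – TMR reporter peptide T*-PRC34 · Buffer or medium – pH 7.4 phosphate-saline buffer, reducing agent, detergent, IgG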
Wnt act = Wnt/beta-catenin pathway activation; Wnt/beta-catenin reporter cell assay, activator, plate reader; activation, % at 9.35 µM; actives 1.2% (n = 300,000); in the data active means activation above about 30%, passing the limit was not always enough; inconclusive means no clear call, values can overlap the other calls;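 further: 0% = neutral control wells and 100% = positive control wells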
* hit, by the source's call; i = inactive; ? = inconclusive; / = not tested or not shown; & = joins results of further samples.

SMILES	V-ATPase pH	Tat transport	CDK5 inh	RTF Ca sens act	dFosB activator	MITF TRPM1 HTS	CAL PDZ FP-1	Rtt109 Vps75	CAL PDZ FP-2	Wnt act
COc1ccc(C(=O)NC2CCSc3ccccc32)cc1F (stereo not given)	3	-3	-1.9	-4	-4	-4	-3	-2	-2.6	0
O=C1CC2(CCN(S(=O)(=O)c3ccccc3F)CC2)Oc2ccccc21	0	-12	-0.3	1	-6	4	6	-10	-2.3	0
Cc1cc(NC(=O)CCC(=O)N(Cc2ccco2)C(C(=O)NC2CCCC2)c2ccccc2)no1 (stereo not given)	-4	1	-1.3	6	-5	-6	2	-2	-3.6	1
COc1cc(C(=O)OC(C)CN2CCOCC2)cc(OC)c1OC (stereo not given)	2&1	-5&-11	0.1&1.0	1&2	10&-5	-6&-3	3&-2	4&-11	1.2	1
CS(=O)(=O)c1ccc(Cl)c(NC(=O)CN2CCCC2c2ccc3c(c2)OCCCO3)c1 (stereo not given)	4	0	-0.7	-7	-11	3	-4	3	-0.4	-1
N#C/C(C(=O)N1CCOCC1)=C1/SC(Cc2ccccc2)C(=O)N1c1ccccc1 (stereo not given)	2	-5	-0.5	-1	7	8	-3	-13	0.4	/
CCn1c(=O)c(C(=O)NCc2ccc(OC)c(OC)c2)c(O)c2ccccc21	5	-4	-0.5	-3	-9	-3	1	4	-3.6	/
CCCc1cc(C(=O)Nc2cccc(Cl)c2)no1	-2	8	0.9	5	-5	/	-8	-3	-1.1	47*
Cc1ccc(OCCCN2CCOCC2)cc1	-3	-10	2.6	0	-3	14	7	15	0.5	4
O=C(Nc1ccc(Br)cc1F)C1CCCO1 (stereo not given)	-2	-4	1.3	-2	-4	14	3	-14	0.2	/
CN1CCN(c2ccc(S(=O)(=O)N3CCOCC3)cc2NC(=O)CSCc2ccccc2)CC1	5	-10	-2.3	1	-1	20	-2	-2	-0.5	-3
O=C(O)C(=O)/C(=C\c1ccsc1)c1ccc2ccccc2n1	1	3	-0.9	-1	-3	-5	0	50	-1.9	27
CCOc1[nH]n(-c2ccc(Cl)cc2)c(=O)c1C=NCC(=O)OC	1	-3	-0.4	0	-6	4	-5	-8	-0.7	-2
CN(C)c1nc(-c2ccccc2)c2cc(Cl)ccc2n1	-3	-7	0.1	-4	-4	-12	-3	-4	-2.8	-1
Cc1ccc(-c2nc3cccnc3s2)cc1NS(=O)(=O)c1cccs1	0	2	0.4	-3	-23	/	4	2	-1.1	3
Cc1ccnc(SCC(=O)c2cccs2)n1	-3	?	1.7	7	-4	93*	/	10	-1.3	44*
CCOCC(=O)Nc1nc2c(s1)C(=O)CC(C)(C)C2	0	11	-0.1	-2	-7	9	/	-3	0.3	-2
Cc1cccc(NC(=O)C2CCN(S(=O)(=O)c3cccc4nsnc34)CC2)n1	0	7	-0.3	3	-3	-1	-4	4	/	-11
CS(=O)(=O)N(Cc1ccccc1)c1ccc(C(=O)Nc2ccccc2Sc2ccccc2)cc1	-2	-2	1.8	-4	4	2	0	3	-0.6	-3
COc1cc(OC)c(C2=NOC(C(=O)O)C2)cc1Cl (stereo not given)	1	-10	-2.0	1	-7	-3	-3	2	-2.9	2

2 entries from above, as labelled records.
> CCCc1cc(C(=O)Nc2cccc(Cl)c2)no1
  V-ATPase pH = -2	Tat transport = 8	CDK5 inh = 0.9	RTF Ca sens act = 5	dFosB activator = -5	MITF TRPM1 HTS = /	CAL PDZ FP-1 = -8	Rtt109 Vps75 = -3	CAL PDZ FP-2 = -1.1	Wnt act = 47*
> Cc1ccnc(SCC(=O)c2cccs2)n1
  V-ATPase pH = -3	Tat transport = ?	CDK5 inh = 1.7	RTF Ca sens act = 7	dFosB activator = -4	MITF TRPM1 HTS = 93*	CAL PDZ FP-1 = /	Rtt109 Vps75 = 10	CAL PDZ FP-2 = -1.3	Wnt act = 44*

Next records.
SMILES	V-ATPase pH	Tat transport	CDK5 inh	RTF Ca sens act	dFosB activator	MITF TRPM1 HTS	CAL PDZ FP-1	Rtt109 Vps75	CAL PDZ FP-2	Wnt act
c1ccc(CSc2ccc(-c3ccc4c(c3)OCO4)nn2)cc1	-1	-2	0.1	-2	3	90*	-3	-5	0.1	35*
CC(Oc1ccccc1F)C(=O)NNC(=O)CCNC(=O)c1ccccc1Cl (stereo not given)	12	8	2.0	-1	-3	-1	-3	4	-0.8	2
O=C1CC(=O)Nc2cc(S(=O)(=O)N3CCN(c4cccc(C(F)(F)F)c4)CC3)ccc2N1	1	-3	-1.1	-1	0	-6	-3	-14	-1.1	-1
CC(C)(C)N(Cc1ccccc1)C(=O)COC(=O)CNC(=O)c1ccco1	-3	-3	-1.1	8	9	-6	1	-2	-1.5	0
Cc1ccc(C(=O)NCC(=O)NC23CC4CC(CC(C4)C2)C3)cc1	0	2	-0.5	0	-6	23	3	5	-2.6	6
O=C(CSc1ccccc1)Nc1cccnc1	14*	-2	-1.8	-2	-4	1	25	-1	-2.6	2
O=C(Nc1ccccc1N1CCOCC1)c1ccc(Cl)c(S(=O)(=O)N2CCCC2)c1	1	3	-2.5	1	0	3	-5	-4	-0.3	-2
COc1cc2[nH]c(C(=O)N3CCN(c4ccc(F)cc4)CC3)cc2c(OC)c1OC	0	-5	-1.4	-2	-2	-2	-6	0	-0.6	1
Cc1cc(Nc2ccc3c(c2)OCCO3)n2nc(C)nc2n1	0	-12	1.0	-3	4	-7	1	-3	-0.2	-4
C=CCN1C(=O)S/C(=C\c2ccc(N3CCOCC3)cc2C)C1=O	-6	5	-0.1	6	-11	/	2	9	/	39*
Cc1cc(=O)oc2cc(OCC(=O)Nc3c(C)n(C)n(-c4ccccc4)c3=O)c(Cl)cc12	-7	-1	1.5	1	3	9	5	-10	-0.6	0
Cc1ccccc1OCC(=O)NNC(=O)C1CC(=O)N(c2ccc3c(c2)OCCO3)C1 (stereo not given)	7	-2	-0.5	1	-11	-8	-4	11	-1.3	-3
CCOc1ccccc1NC(=S)N1CCC(NC(=O)c2ccco2)CC1	1	-2	-1.1	-2	-5	7	4	-12	0.3	-1
CN(C)S(=O)(=O)c1cc(NC(=O)CN2CCN(c3ccccc3)CC2)ccc1Cl	-3	-11	2.1	1	2	-7	-4	-4	-2.0	/
Cc1cc(Nc2ccccc2)nn1C(=O)c1ccc([N+](=O)[O-])cc1	3	4	-2.0	-9	3	8	4	7	0.3	/
CC(C)C(=O)Nc1c2c(nc3c1CCC3)CCCC2	0	-6	-0.8	3	-5	-18	-5	6	-1.0	/
O=C1CCCN1CN1CCCCC1	-1	2	-0.6	-4	-3	-7	1	9	0.3	-2
CC(C)CNC(=O)C(=O)Nc1cc2c3c(c1)C(C)C(=O)N3CCC2 (stereo not given)	-2	-1	-1.2	-2	-5	6	6	2	-2.2	0
S=C(NCCc1ccccc1)Nc1ccccc1	0	1	-2.5	-4	2	62	-3	-5	-0.9	?
O=C(O)c1cc(C2CC2)nc2ccccc12	-3	0	-0.6	6	-5	5	1	1	0.3	-1

Single records (already shown):
`CC(C)C(=O)Nc1c2c(nc3c1CCC3)CCCC2` across the screens: V-ATPase pH = 0; Tat transport = -6; CDK5 inh = -0.8; RTF Ca sens act = 3; dFosB activator = -5; MITF TRPM1 HTS = -18; CAL PDZ FP-1 = -5; Rtt109 Vps75 = 6; CAL PDZ FP-2 = -1.0; Wnt act = /
`CCOc1ccccc1NC(=S)N1CCC(NC(=O)c2ccco2)CC1` across the screens: V-ATPase pH = 1; Tat transport = -2; CDK5 inh = -1.1; RTF Ca sens act = -2; dFosB activator = -5; MITF TRPM1 HTS = 7; CAL PDZ FP-1 = 4; Rtt109 Vps75 = -12; CAL PDZ FP-2 = 0.3; Wnt act = -1

Next part.
SMILES	V-ATPase pH	Tat transport	CDK5 inh	RTF Ca sens act	dFosB activator	MITF TRPM1 HTS	CAL PDZ FP-1	Rtt109 Vps75	CAL PDZ FP-2	Wnt act
O=C(CCCC(=O)c1ccccc1)NCCc1ccccc1	0	0	0.5	5	-3	-4	-4	-6	/	4
Cc1ccc2nc(-c3ccccc3)cc(C(=O)NCC(c3ccco3)N(C)C)c2c1 (stereo not given)	-4	-32	2.5	-7	-27	17	3	4	-2.3	1
COc1cccc(C(=O)OCC(=O)c2c[nH]c3ccccc23)c1O	6	-2	1.3	0	-17	11	-6	-8	-0.8	10
CC(=O)Nc1ccc(S(=O)(=O)N=S(C)(C)=O)cc1	1	-20	-0.7	1	7	-7	-1	-2	0.7	-1
O=c1cc(CN2CCN(S(=O)(=O)c3ccc4c(c3)OCCO4)CC2)c2ccc(O)cc2o1	0	0	-1.8	-1	-8	/	-1	i	-1.6	2
COc1ccc(C)cc1S(=O)(=O)N(CC(N)=O)Cc1ccccc1	1	-3	-0.4	-1	-3	-4	-1	6	0.7	-1
CCOC(=O)c1ccc(S(=O)(=O)Nc2nc3cc(S(=O)(=O)NC4=NCCCCC4)ccc3s2)cc1	6	-1	0.7	-2	-6	-1	0	?	0.2	-1
COc1ccc(S(=O)(=O)N(CC(=O)N2CCN(C)CC2)c2ccccc2)cc1OC	-2	-8	-0.7	-2	-4	/	/	-26	0.1	/
CC12C=CC3(O1)C(C(=O)N1CCCOC13)C2C(=O)O (stereo not given)	7	-2	0.7	-3	6	9	-3	3	-1.0	0
CCOC1(C)OCC(=O)[C@]2(CCC3C4CCC5=CC(=O)C=CC5(C)C4C(=O)CC32C)O1 (stereo not given in full)	1	0	0.6	-4	-9	6	-3	8	-1.3	-2
CCOC(=O)c1ccc(NC(=O)CSc2nc3sc(C(=O)O)c(C)c3c(=O)[nH]2)cc1	2	-3	-3.1	14	-12	9	-6	-2	-4.6	/
CCc1cccc(C)c1NC(=O)CC1Oc2ccc(C)cc2NC1=O (stereo not given)	-1	-8	-1.6	-3	-13	14	4	-1	-0.3	-2
Cc1cc(NCCCN2CCOCC2)n2nc(C)c(-c3ccc(F)cc3)c2n1	3	10	0.7	0	-4	7	2	12	-1.5	/
O=C(OCc1ccc([N+](=O)[O-])cc1)c1cc(=O)c2ccccc2o1	-2	2	1.0	-3	2	-2	-3	5	-1.4	0
CC(=O)Nc1ccc(SCC(=O)Nc2ccccc2Oc2ccccc2)cc1	-4	1	-0.4	-2	-8	1	3	39	-1.9	-2

Rows were taken by chance; about 4.1% have a hit in one of these screens.
